CASP6 VEID inh: blocks human caspase-6 cleavage activity; purified caspase-6, Z-VEID-R110 cleavage fluorescence; 350,000 tested, 0.53% active; P55212; inhibition, % at 12.5 µM;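 active = mean inhibition across replicates at least about 35%, with every replicate also reaching that limit, limit read from the data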;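 also: 0% = median of neutral control wells and 100% = no fluorescence left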
Target sequence (P55212 24-179 limits assumed): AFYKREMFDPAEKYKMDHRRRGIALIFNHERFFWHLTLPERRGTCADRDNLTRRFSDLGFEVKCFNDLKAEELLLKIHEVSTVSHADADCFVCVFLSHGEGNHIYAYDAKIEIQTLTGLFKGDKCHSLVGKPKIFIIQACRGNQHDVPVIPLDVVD
Target sequence (P55212 194-293 limits assumed): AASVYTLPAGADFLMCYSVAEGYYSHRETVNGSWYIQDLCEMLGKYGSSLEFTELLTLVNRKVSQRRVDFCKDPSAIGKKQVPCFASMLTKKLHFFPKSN
RAD52 anneal inh: RAD52 (human) annealing inhibition | 360,000 tested, 0.46% active | recombinant RAD52 DNA annealing, FRET fluorescence | inhibition, % at 18.7 µM;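 active = every replicate showing at least 50% inhibition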
Target sequence (P43351 whole entry, looked up): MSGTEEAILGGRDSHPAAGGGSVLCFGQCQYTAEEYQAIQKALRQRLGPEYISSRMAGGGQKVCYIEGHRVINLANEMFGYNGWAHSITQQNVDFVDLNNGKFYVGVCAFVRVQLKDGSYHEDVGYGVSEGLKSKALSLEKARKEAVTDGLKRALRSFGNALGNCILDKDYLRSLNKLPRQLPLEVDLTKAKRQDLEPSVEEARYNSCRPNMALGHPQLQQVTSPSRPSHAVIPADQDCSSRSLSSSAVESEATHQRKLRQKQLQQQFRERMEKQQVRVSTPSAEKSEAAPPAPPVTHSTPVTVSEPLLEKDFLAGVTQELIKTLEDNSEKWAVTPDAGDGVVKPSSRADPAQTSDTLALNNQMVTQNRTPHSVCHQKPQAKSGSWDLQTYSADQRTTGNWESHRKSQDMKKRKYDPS
RAD54 branch: inhibitors of human RAD54 branch migration; RAD54 Holliday junction branch migration, FAM/BHQ fluorescence; inhibition, % at 10.4 µM; 360,000 tested, 0.14% active;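 active = mean normalized replicate activity at least 40 and at least half of replicates scoring 40 or more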;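 also: 0% = median of neutral control wells and 100% = median of positive control wells; inhibitors cause a drop in the FAM fluorescence signal; in these data hits start at about 50%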
PglD DTNB: inhibitors of Campylobacter jejuni PglD acetyltransferase; purified PglD enzyme, DTNB colorimetric CoA detection; inhibition, % at 12.5 µM; 360,000 tested, 0.098% active; AID 602405; in the data active = inhibition above about 16%, passing the limit was not always enough; also: strong numbers were not always called active
esBAF inh: inhibitors of esBAF chromatin remodeling in mouse ES cells | Bmi1-luciferase knock-in reporter, 24 h; 100% = twice the neutral-well signal | reporter increase, % at 12.5 µM | 350,000 tested, 2% active | AID 602393; in the data active = activation above about 40%;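 also: 0% = median of the plate's neutral control wells and 100% = double that signal; a rise in the Bmi1 reporter signal indicates esBAF inhibition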
ARNT-TACC3 inh: disruptors of human ARNT/TACC3 interaction | AlphaScreen His-ARNT PAS-B/GST-TACC3 binding, luminescence; TACC3 fragment carries E629A point mutation | 390,000 tested, 0.66% active | inhibition, % at 9.99 µM | AID 623870;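 active = mean inhibition of replicates at least 50% and at least half of replicates each reaching 50%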;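 also: 0% = complete ARNT plus TACC3 wells and 100% = ARNT alone without TACC3; many hits fall short of the cut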
ERp5 inh: inhibitors of human ERp5; Q15084; ERp5 insulin aggregation, absorbance 650 nm, 90 min; inhibition, % at 9.99 µM; 350,000 tested, 0.05% active; AID 651711;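 active = mean replicate inhibition above about 25%, with every replicate also reaching it, limit read from the data, passing the limit was not always enough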
E-sel inducer: E-selectin induction on HUVECs. P16581. HUVEC E-selectin immunofluorescence imaging; normalized: neutral wells 0, TNF-alpha wells 100. activation, % at 7.58 µM. 260,000 tested, 0.37% active. AID 686992;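 active = mean E-selectin-positive cell signal at least 10% of the positive control, reached in at least 60% of replicates, without over 20% cell loss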;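 also: in these data hits start at about 27%; measured in HUVEC primary endothelial cells; signal is the percent of cells scored E-selectin positive by PE staining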
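assay system = HUVEC, human umbilical vein endothelial cells | input = 3,000 HUVEC seeded per well | medium = EGM-2 growth medium on 0.1% gelatin-coated wells | dosing = one compound dose added by pin transfer | signal = immunofluorescence imaging | read-out basis = % PE-positive cells | control set = TNF-alpha, DMSO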
Numbers without * were called inactive; / = no result given; & = joins results of further samples.

SMILES	CASP6 VEID inh	RAD52 anneal inh	RAD54 branch	PglD DTNB	esBAF inh	ARNT-TACC3 inh	ERp5 inh	E-sel inducer
O=c1[nH]c2ccccc2c(=O)n1CCCO	-2	-5	0	3	2	0	-3	/
CC(C)C#Cc1ccc([C@@H]2[C@H]3CN(C(=O)C4CCCCC4)CC(=O)N3[C@H]2CO)cc1	1	8	/	/	/	/	-2	0.5
Cc1cc(C)nc(SCc2cnc(C)nc2N)n1	-3	-11	-2	-3	-2	3	-5	/
O=C(CSc1nnnn1-c1ccccc1)c1cc2ccccc2oc1=O	/	/	-1	-2	15	2	/	/
C[C@@H]1CN([C@@H](C)CO)C(=O)c2cccc(NS(=O)(=O)c3cn(C)cn3)c2O[C@@H]1CN(C)Cc1ccc(Cl)c(Cl)c1	0	-17	0	-3	-3	8	-3	-9.9
C[C@H]1CCCCO[C@H](CN(C)S(=O)(=O)c2cn(C)cn2)[C@@H](C)CN([C@@H](C)CO)C(=O)c2cc(NS(=O)(=O)c3ccccc3)ccc2O1	-2&-1	-11&-14	-4&-3	-1&-4	2&-2	-8	7&-2	-0.1
COC(=O)NCC(c1ccco1)N1CCN(c2ccccc2)CC1 (centres undefined)	2	-10	/	/	/	-25	6	/
COc1ccc(NC(=O)Nc2ccc3c(c2)C(=O)N([C@@H](C)CO)C[C@@H](C)[C@H](CN(C)CC2CCCCC2)OCCCC[C@H](C)O3)cc1	-1	5	12	1	-2	9	4	0.1
CC(=O)N1CC2(C1)[C@@H](c1ccc(-c3cccc(C#N)c3)cc1)[C@@H](CO)N2CCC(F)(F)F	-2	-38	/	/	/	/	2	0.0
O=C(CN1C(=O)N/C(=C\c2ccccc2OCc2ccc(C(=O)O)cc2)C1=O)Nc1ccccc1F	0	-10	-6	-1	-1	-5	-1	0.2
COCCCNC(=O)C(=O)NCC1CCCN1S(=O)(=O)c1cccs1 (centres undefined)	-6	-19	/	/	-1	1	3	-0.1
O=C(c1ccco1)N1CCN(C(=O)c2[nH]ncc2[N+](=O)[O-])CC1	-4	-3	1	4	/	/	-4	/
O=C(C[C@@H]1CC[C@H](NC(=O)c2ccc3c(c2)OCO3)[C@H](CO)O1)NCc1ccc(Oc2ccccc2)cc1	2	10	2	0	11	-3	0	-0.2
COc1ccc(S(=O)(=O)Nc2ccc3c(c2)CC(=O)N([C@@H](C)CO)C[C@@H](C)[C@H](CN(C)C)O3)cc1	-1	17	-4	0	-6	3	12	/
Nc1ccc2nn(-c3ccccc3)nc2c1	2	-18	3	1	57*	10	2	/
C[C@@H]1CCCCO[C@H](CN(C)C(=O)c2ccncc2)[C@H](C)CN([C@H](C)CO)C(=O)c2cc(NC(=O)NC3CCCCC3)ccc2O1	/	/	-4	-3	-1	-6	/	0.0
O=C1[C@H]2[C@@H](c3ccc(F)cc3)N3C(=O)N(c4cccc(Br)c4)C(=O)[C@@]3(Cc3ccc(Cl)cc3)[C@H]2C(=O)N1C1CCCCC1	3	3	8	3	-5	3	-11	-0.1
COc1ccc(S(=O)(=O)Nc2cccc3c2O[C@H](CN(C)Cc2ccccc2)[C@@H](C)CN([C@@H](C)CO)C3=O)cc1	-1	-4	-11	1	-1	0	-9	/
CCCCn1c(N)c(N(CC(C)C)C(=O)c2cccc(-n3cnnn3)c2)c(=O)[nH]c1=O	1	-6	6	-2	-1	-5	-1	/
O=S(=O)(c1ccccc1)N1CCN(c2ncccn2)CC1	-1	3	-4	1	-8	-16	-6	/
CCN(CC)CCN1C(=O)C(=O)/C(=C(/O)c2ccc(OC)c(OC)c2)C1c1ccccn1 (centres undefined)	/	/	-1	5	17	2	/	/
CC(Oc1ccc(Cl)cc1Cl)C(=O)Nc1cccc(O)c1 (centres undefined)	-2	-11	-5	-2	1	-3	4	/
COc1ccc(NC2CCCN(C(=O)c3ccccc3N3CCOCC3)C2)cc1OC (centres undefined)	4	-9	-7	7	-4	-1	4	0.1
O=C(NCCS(=O)(=O)N1CCCCC1)c1ccccc1	-3	8	19	0	9	-6	1	4.4
CC(=O)Oc1ccc(C#C/C=C2\c3ccccc3C(=O)N2c2ccccc2)cc1	/	/	-19	-5	17	0	/	/
COCCN(C(=O)COC(=O)c1ccccc1Nc1ccccc1)c1c(N)n(Cc2ccccc2)c(=O)[nH]c1=O	3	0	/	/	/	-5	-2	/
O=C(NCCC(=O)N1CCN(c2cccc(Cl)c2)CC1)c1ccc(Br)cc1	-139	-4	-2	-3	-4	2	2	2.0
CCc1ccc(OCC(=O)NCCc2ccc3c(c2)OCCO3)cc1	5	-2	-9	4	-2	-22	-6	1.5
COc1ccc(CCC(=O)N2CCN(S(=O)(=O)c3ccc(OC)c([N+](=O)[O-])c3)CC2)cc1	3	2	-6	-6	-2	/	-1	0.1
CN(C)CCCNC(=O)C[C@H]1CC[C@H]2[C@@H](COC[C@@H](O)CN2CC2CCCC2)O1	0	14	5	0	-4	-1	-4	-0.1
CCOC(=O)C1CCN(C(=O)CCn2c(=O)c3cccn3c3cccnc32)CC1	-2	-1	10	-2	6	3	1	/
C[C@H]1CN([C@@H](C)CO)C(=O)Cc2cc(NC(=O)CCN3CCOCC3)ccc2O[C@@H]1CN(C)Cc1ccc(-c2ccccc2)cc1	-2	7	/	/	-2	/	-3	0.3
Cc1cccc2sc(N(CCCN(C)C)C(=O)CCS(=O)(=O)c3ccccc3)nc12	/	20	7	4	-14	10	-2	/
C[C@@H]1CCCCO[C@H](CN(C)C(=O)NC2CCCCC2)[C@@H](C)CN([C@@H](C)CO)C(=O)c2cc(NC(=O)CCC(F)(F)F)ccc2O1	3	-26	-3	0	0	-4	5	-0.2
CCOC(=O)c1cc2c(ccn2C)n1Cc1ccccc1Cl	4	-8	/	/	/	2	4	4.9
Cc1nc(-c2cccc(S(=O)(=O)N3CC(C)OC(C)C3)c2)cs1 (centres undefined)	/	/	-2	6	-1	-1	/	/
COc1ccc2c3c(n(C)c2c1)[C@H](CO)N(C(=O)Nc1ccc(F)cc1)CC31CN(C(=O)Cc2ccncc2)C1	-3	12	/	/	/	/	-1	-0.1
COCCNC(=O)c1cc2cc(Br)cc(OC)c2oc1=O	/	/	-5	-3	3	0	/	/
CC(=O)N/C(=C/c1ccccc1)c1ccccc1	-1	-3	-8	0	11	-2	-2	-0.2
C=CCn1c(SCCN2CCCCC2)nc2c1c(=O)[nH]c(=O)n2C	-2	9	0	3	-11	-3	0	-0.4

Compounds from the list above with an NH in an aromatic ring (5):
SMILES	CASP6 VEID inh	RAD52 anneal inh	RAD54 branch	PglD DTNB	esBAF inh	ARNT-TACC3 inh	ERp5 inh	E-sel inducer
O=c1[nH]c2ccccc2c(=O)n1CCCO	-2	-5	0	3	2	0	-3	/
O=C(c1ccco1)N1CCN(C(=O)c2[nH]ncc2[N+](=O)[O-])CC1	-4	-3	1	4	/	/	-4	/
CCCCn1c(N)c(N(CC(C)C)C(=O)c2cccc(-n3cnnn3)c2)c(=O)[nH]c1=O	1	-6	6	-2	-1	-5	-1	/
COCCN(C(=O)COC(=O)c1ccccc1Nc1ccccc1)c1c(N)n(Cc2ccccc2)c(=O)[nH]c1=O	3	0	/	/	/	-5	-2	/
C=CCn1c(SCCN2CCCCC2)nc2c1c(=O)[nH]c(=O)n2C	-2	9	0	3	-11	-3	0	-0.4

(list continues)
SMILES	CASP6 VEID inh	RAD52 anneal inh	RAD54 branch	PglD DTNB	esBAF inh	ARNT-TACC3 inh	ERp5 inh	E-sel inducer
COc1ccc(CCN2CC(C(=O)NCc3ccccc3)CCC2=O)cc1 (centres undefined)	1	-6	/	/	-2	0	7	1.9
CC1CCCN(CCCNS(=O)(=O)c2cc(Br)cc3c2N(C(=O)C2CC2)CC3)C1 (centres undefined)	-5	-10	-15	-2	-2	-1	-6	-0.2
Cc1c(C(=O)Nc2cc(S(=O)(=O)N3CCOCC3)ccc2N2CCN(C)CC2)oc2ccccc12	-1	-9	/	/	/	-7	0	-0.3
CCN1C(=O)c2cccc3c(S(=O)(=O)Nc4nc(C)cs4)ccc1c23	/	/	-1	5	-12	5	/	/
Cc1cc(NC(=O)CCC(=O)N(CC(=O)NC2CCCC2)c2ccc(C(C)C)cc2)no1	0	-15	4	-4	-6	-9	0	0.2
C[C@H](CO)N1C[C@H](C)[C@H](CN(C)S(=O)(=O)c2ccccc2)Oc2ccc(NC(=O)Nc3cccc4ccccc34)cc2CC1=O	/	-1	-3	2	-5	/	5	0.4
Cc1ccnc(NC(=O)c2cccc(NC(=O)Cc3ccccc3)c2)c1	-3	-16	/	/	21	-6	2	/
Cc1ccc2[nH]c(C(=O)O)c(-c3ccccc3)c2c1	/	/	-4	3	0	0	/	/
Oc1cc2ccccc2nc1-c1ccccc1Cl	-2	-17	9	0	-6	-3	3	0.6
O=C1NC[C@@H](CCCCN2C[C@H](Cc3ccccc3)N(CCC3CCCCC3)C(=O)C2=O)N(CCc2ccccc2)C1=O	2	6	/	/	/	/	0	0.6
Cc1ccc(S(=O)(=O)N(C)C[C@H]2Oc3ccc(NC(=O)c4ccncc4)cc3CC(=O)N([C@H](C)CO)C[C@H]2C)cc1	-2	-2	-27	1	7	-7	0	-0.3
CN1C(=O)c2cc(NC(=O)c3ccccc3)ccc2OC[C@@H]2O[C@@H](CC(=O)NC3CCCC3)CC[C@@H]21	0	-3	3	0	2	-6	1	0.1
COc1cccc(NC(=O)N(C)C[C@@H]2Oc3ncc(C#Cc4ccncc4)cc3C(=O)N([C@H](C)CO)C[C@@H]2C)c1	-2	-24	1	-4	3	13	3	0.1
COC(=O)c1ccc(N=C2S/C(=C\c3cc(C)n(-c4cccnc4)c3C)C(=O)N2C)cc1	/	/	3	-2	7	4	/	/
CCNCc1nc2cc(OC)c(OC)cc2c(=O)[nH]1	/	/	10	-7	20	4	/	/
C[C@@H]1CN([C@@H](C)CO)C(=O)c2cc(NC(=O)C3CC3)ccc2O[C@@H]1CN(C)S(=O)(=O)c1cn(C)cn1	0	-3	-3	6	1	-15	0	-0.1
CCc1ccc(C(=O)c2cnc3ccc(OC)cc3c2N2CCN(CC)CC2)cc1	-48	15	9	-4	-1	8	-5	/
CN(C)S(=O)(=O)c1cccc(NC(=O)c2c[nH]c3ccccc23)c1	1	-21	-1	-3	8	/	4	1.1
CCC1Sc2ccc(S(=O)(=O)CCC(=O)NCc3cccs3)cc2NC1=O (centres undefined)	7	-16	/	/	-4	4	-2	0.1
C[C@@H]1CCCCO[C@@H](CN(C)Cc2ccccc2)[C@H](C)CN([C@@H](C)CO)C(=O)c2cc(NC(=O)CCCN(C)C)ccc2O1	-38	7	-5	-5	1	8	5	-0.1
COc1cccc(CNC(=O)CCS(=O)(=O)c2ccc3c(c2)NC(=O)CO3)c1	-2	-1	-4	-1	-4	5	2	/
COc1cccc(C(=O)Nc2ccc3c(c2)OC[C@@H](C)N(C(=O)C2CCCC2)C[C@H](C)[C@@H](OC)CN(C)C3=O)c1	2	-11	16	7	5	0	0	0.0
CC1Oc2ccccc2N(CC(=O)c2cccc(Cl)c2)C1=O (centres undefined)	5	-6	-9	-6	-1	-5	-2	/
CCOC(=O)N1CCN(C(=O)c2cc3cc(F)ccc3[nH]2)CC1	-2	-10	3	2	8	-1	1	/
CC(C)CN1CCN(Cc2cnc(-c3ccc(Cl)cc3)nc2)CC1CCO (centres undefined)	-3	-17	-2	-3	7	11	9	1.8
CC(C)(CNC(=O)c1cc([N+](=O)[O-])ccc1N1CCC(Cc2ccccc2)CC1)N1CCOCC1	3	-17	-4	7	3	10	3	/
COC(=O)c1ccccc1NC(=O)NCc1ccc2c(c1)OCO2	/	/	8	-4	-2	-2	/	/
c1cc(CCCc2ccncc2)ccn1	-5	-10	8	-7	7	3	-1	-1.1
COCc1cc(CN2CCCC(C(=O)c3cccc(C(F)(F)F)c3)C2)ccc1OC (centres undefined)	0	-8	1	1	-2	/	1	/
O=C(c1cc(-c2ccc(Cl)cc2Cl)on1)N1CCCCCC1	2	-18	-19	4	-8	/	2	-0.2

Screening results from PubChem BioAssay.
